From PubChem
Scp-1 inhibitor = blocks human Scp-1 phosphatase activity; Recombinant Scp1, phosphopeptide, malachite green phosphate absorbance; inhibition, % at 20 µM; 340,000 tested, 0.88% active;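 active means inhibition above about 50% at 20 µM, limit read from the data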;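 further: plate controls were DMSO wells with enzyme for no effect and wells lacking enzyme for full effect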
Target sequence (Q9GZU7 76-261 limits assumed): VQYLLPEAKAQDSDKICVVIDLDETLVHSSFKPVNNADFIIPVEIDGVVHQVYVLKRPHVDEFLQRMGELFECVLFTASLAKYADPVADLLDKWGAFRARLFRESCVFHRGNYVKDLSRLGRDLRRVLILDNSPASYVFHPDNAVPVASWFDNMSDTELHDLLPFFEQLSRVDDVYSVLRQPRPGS
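Assay system: SCP-1 catalytic fragment, aa 76-261 | Buffer or medium: Tris acetate buffer pH 5.5 with MgCl2 and Tween-20 | Compound: One concentration, 20 µM, with 1.0% DMSO | Also added: Phospho 17-mer peptide substrate | Signal: Absorbance at 630 nm | Incubation: 45 min enzyme reaction at room temperature | Measure: % inhibition of SCP-1 phosphate liberation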
SUMO1 PPI mod = SUMO1-SIM interaction modulation; P63165; SUMO1 binding to a labelled peptide, TR-FRET, 1 h; inhibition, % at 20 µM; 360,000 tested, 0.33% active; in the data active means inhibition above about 37%
Target sequence (P63165 whole entry, looked up): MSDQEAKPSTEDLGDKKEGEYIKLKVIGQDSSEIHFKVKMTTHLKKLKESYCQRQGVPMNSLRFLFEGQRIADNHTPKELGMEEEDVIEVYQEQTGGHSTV
eLon inh = inhibitors of E. coli Lon protease; purified E. coli Lon protease, fluorescence polarization; inhibition, % at 7.94 µM; 360,000 tested, 0.42% active; in the data active means inhibition above about 13%, passing the limit was not always enough;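 further: 0% = enzyme with probe and DMSO and 100% = no enzyme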
CendR NRP1 mod = NRP-1/CendR interaction modulation; FAM-RPARPAR peptide binding to NRP-1, fluorescence polarization; inhibition, % at 25 µM; 360,000 tested, 0.85% active; AID 602438;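 active means inhibition or corrected inhibition above about 18%, plus a signal ratio from 0.5 to 1.5, limit read from the data, passing the limit was not always enough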; further: strong numbers were not always called active
LMPTP block = blocks human LMPTP phosphatase; P24666; recombinant LMPTP-A, OMFP fluorogenic substrate, fluorescence intensity; inhibition, % at 20 µM; 360,000 tested, 0.22% active; AID 651560;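 active means compounds that cut the enzyme signal by at least half of the control window in the single-dose screen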;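 further: plate controls were DMSO wells with enzyme plus substrate for no effect and substrate without enzyme for full effect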
Target sequence (P24666 whole entry, looked up): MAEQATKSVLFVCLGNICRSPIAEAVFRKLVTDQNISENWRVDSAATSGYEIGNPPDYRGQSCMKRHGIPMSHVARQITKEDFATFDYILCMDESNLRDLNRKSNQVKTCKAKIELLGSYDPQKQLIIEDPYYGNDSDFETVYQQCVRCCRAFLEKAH
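Test system – LMPTP-A enzyme · Amount – LMPTP-A at 0.625 nM final in the reaction · Buffer or medium – Bis-Tris pH 6.0, DTT, detergent · Reagent – OMFP 400 µM · Doses – single 20 µM dose · Schedule – reaction 50 min, room temperature, dark · Detection – fluorescence intensity of OMFP turnover product · Evaluation – percent inhibition versus substrate-only and uninhibited controls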
STEP block = STEP (human) phosphatase inhibition; inhibition, % at 20 µM; P54829; 360,000 tested, 0.25% active; AID 588621; recombinant STEP, OMFP fluorogenic substrate, fluorescence;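 active means inhibition at 20 µM, scaled per plate between control wells, above about 37%, limit read from the data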;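 further: 0% = DMSO with enzyme and substrate and 100% = substrate only without enzyme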
Target sequence (P54829 whole entry, looked up): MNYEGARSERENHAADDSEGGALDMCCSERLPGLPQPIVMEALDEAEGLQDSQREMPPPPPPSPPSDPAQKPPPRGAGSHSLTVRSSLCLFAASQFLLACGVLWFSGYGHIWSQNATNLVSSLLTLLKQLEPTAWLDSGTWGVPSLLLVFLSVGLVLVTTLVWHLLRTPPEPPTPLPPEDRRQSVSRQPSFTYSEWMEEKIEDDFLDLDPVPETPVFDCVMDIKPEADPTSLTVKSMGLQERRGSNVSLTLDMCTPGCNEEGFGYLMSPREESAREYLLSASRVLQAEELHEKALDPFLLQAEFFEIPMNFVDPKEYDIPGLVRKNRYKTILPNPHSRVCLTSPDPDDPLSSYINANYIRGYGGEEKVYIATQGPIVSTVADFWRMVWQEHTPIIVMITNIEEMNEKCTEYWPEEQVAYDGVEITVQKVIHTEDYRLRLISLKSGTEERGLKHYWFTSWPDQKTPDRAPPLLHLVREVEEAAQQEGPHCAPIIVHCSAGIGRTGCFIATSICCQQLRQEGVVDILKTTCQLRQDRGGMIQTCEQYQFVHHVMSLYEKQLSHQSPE
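Test system: STEP tyrosine phosphatase / Reagent: OMFP at 25 µM / Doses: 20 µM, 1% DMSO / Read-out: percent inhibition scaled to no-enzyme and uninhibited-enzyme controls, plate-pattern corrected / Detection: FITC-channel fluorescence of OMFP product / Medium: Bis-Tris buffer pH 6.0, 2.5 mM DTT, 0.005% Tween 20 / Schedule: 20 min at room temperature, dark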
MsrA inhibitor = bovine MsrA inhibition; purified bovine MsrA, absorbance read-out; inhibition, % at 15.5 µM; 360,000 tested, 0.75% active; AID 651718; in the data active means inhibition above about 4.5%;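 further: 0% = vehicle wells with enzyme and 100% = reference inhibitor wells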
MsrA act = activators of bovine methionine sulfoxide reductase A. purified bovine MsrA, absorbance read-out. activation, % at 10.6 µM. 360,000 tested, 0.3% active. AID 602163; in the data active means activation above about 7.5%;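 further: 0% = vehicle and 100% = reference activator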
TbMetRS inhib = blocks T. brucei methionyl-tRNA synthetase activity | purified T. brucei MetRS, ATP depletion, Kinase-Glo luminescence | inhibition, % at 11.9 µM | 360,000 tested, 0.4% active | AID 624268;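 active means inhibition above a per-plate cutoff of the control wells' mean inhibition plus 3 SD, cut at about 5.5% in these data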;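 further: 0% = DMSO wells median and 100% = median of wells with control inhibitor compound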
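technique = Kinase-Glo luminescence, ATP depletion format | system = purified MetRS (methionyl-tRNA synthetase) enzyme from Trypanosoma brucei | timing = 15 min preincubation, 2 h reaction, all 25 °C | evaluation = percent inhibition versus plate control medians | dosing = single dose, 11.9 µM final nominal, 0.9% final DMSO | also added = substrates ATP, L-methionine and bulk Escherichia coli tRNA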
DNMT1 inh = inhibitors of human DNMT1. DNMT1 molecular beacon, Hinp1I cleavage, fluorescence. inhibition (reported as % activation of signal), % at 10 µM. 360,000 tested, 0.83% active. AID 588458; in the data active means inhibition above about 50%
The depositor's hits bear a star.

`CCOC(=O)[C@]12CCCC=C1N(Cc1ccc(Cl)cc1Cl)C(=O)[C@H](CC(=O)NCCCOC)C2` gave SUMO1 PPI mod 11, eLon inh -5, CendR NRP1 mod -8, LMPTP block 1.2, MsrA inhibitor 0.5, MsrA act 0 and TbMetRS inhib 0.4.
Cc1c(C#N)c(N)nc(Cl)c1C#N was read as Scp-1 inhibitor 7, SUMO1 PPI mod 5, eLon inh -7, CendR NRP1 mod -4, LMPTP block -1.2, STEP block 0, MsrA inhibitor 0.3, MsrA act -10, TbMetRS inhib -1.0 and DNMT1 inh 5.
`CCCCCCCCN1C(=O)[C@H](CC(=O)NCCC(C)C)C[C@@]2(C(=O)OCC)CCC=C12` gave SUMO1 PPI mod 7, CendR NRP1 mod 5, LMPTP block 1.3, MsrA inhibitor -0.2 and TbMetRS inhib -0.2.
Screening Cc1nn(C)cc1C(C)Nc1nc2nonc2nc1N1CCCCC1 (stereo not drawn) returned Scp-1 inhibitor 1, SUMO1 PPI mod -4, eLon inh -6, CendR NRP1 mod 20, LMPTP block -0.7, STEP block 2, MsrA inhibitor 3.4, MsrA act -4, TbMetRS inhib 0.1 and DNMT1 inh 2.
`CCN(CC)c1nc2n(c(=O)n1)CCO2` gave Scp-1 inhibitor -5, SUMO1 PPI mod 1, eLon inh -10, CendR NRP1 mod 5, LMPTP block -0.5, STEP block 2, MsrA inhibitor 0.0, MsrA act -2, TbMetRS inhib -0.7 and DNMT1 inh -16.
CC1CCN(c2ccc([N+](=O)[O-])cc2C(N)=O)CC1 was read as Scp-1 inhibitor -6, SUMO1 PPI mod -20, eLon inh -2, CendR NRP1 mod 9, LMPTP block 1.6, STEP block -1, MsrA inhibitor 2.5, MsrA act -1, TbMetRS inhib 0.3 and DNMT1 inh 1.
O=C(Cc1cccs1)OCC(=O)c1ccco1 was read as Scp-1 inhibitor 70*, SUMO1 PPI mod 5, eLon inh 6, CendR NRP1 mod -14, LMPTP block 2.7, STEP block 11, MsrA inhibitor 0.3, MsrA act -1, TbMetRS inhib 0.2 and DNMT1 inh 65*.
Screening CCC(=O)N1CCN(c2ccc(NC(=O)COc3ccc(CC)cc3)cc2)CC1 returned Scp-1 inhibitor 8, SUMO1 PPI mod 5, eLon inh -5, CendR NRP1 mod -2, LMPTP block -1.1, STEP block 1, MsrA inhibitor -1.2, MsrA act -2, TbMetRS inhib 0.0 and DNMT1 inh -2.
`CC(=O)Nc1cccc(Nc2nc(-c3ccccc3)nc3ccccc23)c1` gave Scp-1 inhibitor -3, SUMO1 PPI mod 3, eLon inh -6, CendR NRP1 mod 2, LMPTP block 28, STEP block -3, MsrA inhibitor 1.4, MsrA act -3, TbMetRS inhib -0.4 and DNMT1 inh -11.
Cc1ccc([N+](=O)[O-])cc1N was read as Scp-1 inhibitor -3, SUMO1 PPI mod -17, eLon inh -3, CendR NRP1 mod 5, LMPTP block -0.9, STEP block 2, MsrA inhibitor 0.9, MsrA act -2, TbMetRS inhib 0.2 and DNMT1 inh 2.
For CCN(CC)c1ccc(/C=N/NS(=O)(=O)c2ccc(C)c([N+](=O)[O-])c2)cc1 the results were Scp-1 inhibitor -10, SUMO1 PPI mod -10, eLon inh -9, CendR NRP1 mod 3, LMPTP block 1.0, STEP block 2, MsrA inhibitor 3.3, MsrA act 0, TbMetRS inhib -0.1 and DNMT1 inh -9.
For COc1ccc(CCN2CC(C(=O)N(C)Cc3ccccc3OC)CCC2=O)cc1 (stereo not drawn) the results were Scp-1 inhibitor 3, SUMO1 PPI mod 3, eLon inh 1, CendR NRP1 mod 12, LMPTP block 0.3, STEP block 0, MsrA inhibitor 0.1, MsrA act -1, TbMetRS inhib -0.3 and DNMT1 inh 0.
Screening Oc1c(Br)cc(Br)cc1/C=N/Nc1ccc(Cl)nn1 returned Scp-1 inhibitor 3, SUMO1 PPI mod -4, eLon inh 7, CendR NRP1 mod 1, LMPTP block 0.4, STEP block -3, MsrA inhibitor -0.7, MsrA act -3, TbMetRS inhib -1.3 and DNMT1 inh 0.
`CSCCNCc1c(C(=O)N2CCOCC2)nc2c(C)cccn12` gave Scp-1 inhibitor -8, SUMO1 PPI mod 0, eLon inh 9, CendR NRP1 mod -4, LMPTP block -4.5, STEP block -1, MsrA inhibitor 1.1, MsrA act -5, TbMetRS inhib -0.6 and DNMT1 inh 2.
COc1ccc(Cl)cc1NC(=O)C(=O)NCc1ccncc1 was read as Scp-1 inhibitor 5, SUMO1 PPI mod 3, eLon inh -9, CendR NRP1 mod -6, LMPTP block 2.2, STEP block 3, MsrA inhibitor 0.2, MsrA act -12, TbMetRS inhib -0.6 and DNMT1 inh 4.
C=CCn1c(SCC(=O)c2[nH]c(C)c(C(=O)OCC)c2C)nc2scc(-c3ccccc3)c2c1=O was read as Scp-1 inhibitor -10, SUMO1 PPI mod -4, eLon inh -13, CendR NRP1 mod -1, LMPTP block 0.6, STEP block 4, MsrA inhibitor -0.6, MsrA act -5, TbMetRS inhib -0.7 and DNMT1 inh 57*.
For COc1ccc(C(C(=O)NC2CCCC2)N(Cc2ccccc2)C(=O)c2nsc(Cl)c2Cl)cc1 (stereo not drawn) the results were Scp-1 inhibitor -8, SUMO1 PPI mod -1, eLon inh 1, CendR NRP1 mod 5, LMPTP block 2.1, STEP block 0, MsrA inhibitor 0.9, MsrA act -8, TbMetRS inhib -0.5 and DNMT1 inh -1.
Screening C/C(=N/NC(=O)C1CCCN1C(=O)c1ccc([N+](=O)[O-])cc1)c1ccc(Br)cc1 (stereo not drawn) returned Scp-1 inhibitor -10, SUMO1 PPI mod -31, eLon inh -5, CendR NRP1 mod 0, LMPTP block 0.8, STEP block 5, MsrA inhibitor -0.3, MsrA act -1, TbMetRS inhib 0.6 and DNMT1 inh 1.
`CCN(CC)c1ccc(NC(=S)NCC2CCCO2)cc1` (stereo not drawn) gave Scp-1 inhibitor -5, SUMO1 PPI mod -1, eLon inh -5, CendR NRP1 mod -3, LMPTP block 1.2, STEP block 0, MsrA inhibitor -0.5, MsrA act 0, TbMetRS inhib 1.5 and DNMT1 inh -45.
CCOc1cc(NC(=S)Nc2ccc(Cl)cc2)c(OCC)cc1NC(C)=O was read as Scp-1 inhibitor -9, SUMO1 PPI mod 1, eLon inh -10, CendR NRP1 mod 4, LMPTP block 0.0, STEP block 0, MsrA inhibitor -0.1, MsrA act -2, TbMetRS inhib -0.1 and DNMT1 inh -2.

Filtered by structure, the compounds so far containing a thiophene ring, fused or not.
O=C(Cc1cccs1)OCC(=O)c1ccco1 was read as Scp-1 inhibitor 70*, SUMO1 PPI mod 5, eLon inh 6, CendR NRP1 mod -14, LMPTP block 2.7, STEP block 11, MsrA inhibitor 0.3, MsrA act -1, TbMetRS inhib 0.2 and DNMT1 inh 65*.
C=CCn1c(SCC(=O)c2[nH]c(C)c(C(=O)OCC)c2C)nc2scc(-c3ccccc3)c2c1=O was read as Scp-1 inhibitor -10, SUMO1 PPI mod -4, eLon inh -13, CendR NRP1 mod -1, LMPTP block 0.6, STEP block 4, MsrA inhibitor -0.6, MsrA act -5, TbMetRS inhib -0.7 and DNMT1 inh 57*.

Looked up one by one from above, 2 records:
For COc1ccc(C(C(=O)NC2CCCC2)N(Cc2ccccc2)C(=O)c2nsc(Cl)c2Cl)cc1 (stereo not drawn) the results were Scp-1 inhibitor -8, SUMO1 PPI mod -1, eLon inh 1, CendR NRP1 mod 5, LMPTP block 2.1, STEP block 0, MsrA inhibitor 0.9, MsrA act -8, TbMetRS inhib -0.5 and DNMT1 inh -1.
For COc1ccc(CCN2CC(C(=O)N(C)Cc3ccccc3OC)CCC2=O)cc1 (stereo not drawn) the results were Scp-1 inhibitor 3, SUMO1 PPI mod 3, eLon inh 1, CendR NRP1 mod 12, LMPTP block 0.3, STEP block 0, MsrA inhibitor 0.1, MsrA act -1, TbMetRS inhib -0.3 and DNMT1 inh 0.

More records
CC(C)c1cc(CNC(=O)CCc2nnc(CCCCc3ccccc3)o2)on1 was read as Scp-1 inhibitor -14, SUMO1 PPI mod -2, eLon inh 7, CendR NRP1 mod -10, LMPTP block 0.4, STEP block 0, MsrA inhibitor -1.5, MsrA act -3, TbMetRS inhib 1.7 and DNMT1 inh 2.
O=C1CN(C(=O)COc2c(Cl)cccc2Cl)c2ccccc2N1 was read as Scp-1 inhibitor -2, SUMO1 PPI mod 2, eLon inh 13, CendR NRP1 mod -16, LMPTP block 0.3, STEP block 0, MsrA inhibitor -0.9, MsrA act -2, TbMetRS inhib -0.3 and DNMT1 inh 0.
`O=C(c1ccc(Br)o1)N1CCN=C1SCc1cccnc1` gave Scp-1 inhibitor -6, SUMO1 PPI mod -1, eLon inh -9, CendR NRP1 mod -8, LMPTP block -1.4, STEP block 2, MsrA inhibitor -0.8, MsrA act 0, TbMetRS inhib -0.3 and DNMT1 inh -3.
Screening Nc1nc(-c2ccc(Cl)cc2)nc(-c2ccc(Cl)cc2)n1 returned Scp-1 inhibitor -7, SUMO1 PPI mod -3, eLon inh -5, CendR NRP1 mod -13, LMPTP block 1.3, STEP block 0, MsrA inhibitor -0.9, MsrA act -2, TbMetRS inhib 0.5 and DNMT1 inh 12.
COc1ccccc1OCCNC(=O)c1ccccc1OCc1c(C)noc1C was read as Scp-1 inhibitor -5, SUMO1 PPI mod 2, eLon inh -9, CendR NRP1 mod -8, LMPTP block -2.4, STEP block 1, MsrA inhibitor 0.1, MsrA act 2, TbMetRS inhib -0.2 and DNMT1 inh 0.
C=CCN1C(=O)C(Cc2ccc(Br)cc2)S/C1=N\N=C\c1ccco1 (stereo not drawn) was read as Scp-1 inhibitor -2, SUMO1 PPI mod 2, eLon inh -10, CendR NRP1 mod -13, LMPTP block 1.4, STEP block -3, MsrA inhibitor 0.1, MsrA act -10, TbMetRS inhib -1.5 and DNMT1 inh 4.
CC(C)c1cc(C(=O)N2CCCC(N3CCN(c4ccccc4F)CC3)C2)nc(N)n1 (stereo not drawn) was read as Scp-1 inhibitor -3, SUMO1 PPI mod 1, eLon inh -10, CendR NRP1 mod -2, LMPTP block 0.1, STEP block -1, MsrA inhibitor -0.6, MsrA act -3, TbMetRS inhib 0.5 and DNMT1 inh -1.
For Cc1cc(C)c(OCC(=O)NCCCn2nc(C)cc2C)c(C)c1 the results were Scp-1 inhibitor -10, SUMO1 PPI mod 6, eLon inh -17, CendR NRP1 mod 0, LMPTP block -0.8, STEP block 1, MsrA inhibitor 0.5, MsrA act 1, TbMetRS inhib -0.2 and DNMT1 inh 2.
Screening O=C(Oc1ccc(N(C(=O)c2ccncc2)S(=O)(=O)c2ccc(Cl)cc2)cc1)c1ccncc1 returned Scp-1 inhibitor -3, SUMO1 PPI mod -2, eLon inh -1, CendR NRP1 mod -2, LMPTP block 2.2, STEP block 0, MsrA inhibitor 1.3, MsrA act -2, TbMetRS inhib -0.2 and DNMT1 inh -4.
